Assay outcomes (PubChem BioAssay)
LMNA splice mod = LMNA splicing modulation. HeLa LMNA splicing GFP/RFP minigene ratio, 48 h. actives 0.01% (n = 200,000). Potency, µM (titrated, usually from 46.1 µM), for the others: top-dose ratio change, negative = inhibition, most hits filed as inhibitors; active = well fitted inhibition curve with a large enough effect in the signal ratio, with a control signal flat, not every such curve was filed as active; inconclusive = small, poorly fitted or top-dose-only effect, or effect the other way, or a change in a side signal; the % refers to the signal ratio; also: potency is read from the fitted curve at half-maximal effect; % is scaled to controls: 0 for no effect and ±100 for the full control effect
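S3 HeLa cells stably expressing lamin A-EGFP splicing minigene plus DsRed2, 600 cells/well, 48 h compound exposure at 37C. Laser-scanning cytometry; analysed as GFP (500-530 nm)/RFP (575-640 nm) total intensity ratio; 0.5% DMSO vehicle.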
GLA spleen mod = inhibitors or activators of human alpha-galactosidase in spleen homogenate | P06280 | human spleen homogenate, 4MU-alpha-Gal fluorescence, 40 min | Potency, µM (highest dose often 80 µM), without a hit: at the top dose activity change, negative = inhibition, actives largely listed as inhibitors | actives 0.008% (n = 240,000) | AID 2107;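 also: potency is read from the fitted curve at half-maximal effect; 0% = enzyme with vehicle and -100% = no enzyme basal signal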
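Inhibition or activation of alpha-galactosidase in human spleen homogenate is scored by 4-MU fluorescence after 40 min at 37C, pH 5.0, with 1 mM substrate. AC50s come from concentration-response fitted to the Hill equation.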
NPSR antagonist = neuropeptide S receptor (human) antagonism, cAMP; CHO-NPSR cells, cAMP TR-FRET, antagonist mode; Potency, µM (doses to about 38.3 µM), inactives show at the top dose activity change, negative = inhibition, most hits filed as inhibitors; AID 1461; actives 1% (n = 220,000); also: potency is read from the fitted curve at half-maximal effect; % is scaled to controls: 0 for no effect and ±100 for the full control effect; nearly all actives have a fitted effect of over 50% in size; many of its hits are not listed in these tables
Target sequence (Q6W5P4 whole entry, looked up): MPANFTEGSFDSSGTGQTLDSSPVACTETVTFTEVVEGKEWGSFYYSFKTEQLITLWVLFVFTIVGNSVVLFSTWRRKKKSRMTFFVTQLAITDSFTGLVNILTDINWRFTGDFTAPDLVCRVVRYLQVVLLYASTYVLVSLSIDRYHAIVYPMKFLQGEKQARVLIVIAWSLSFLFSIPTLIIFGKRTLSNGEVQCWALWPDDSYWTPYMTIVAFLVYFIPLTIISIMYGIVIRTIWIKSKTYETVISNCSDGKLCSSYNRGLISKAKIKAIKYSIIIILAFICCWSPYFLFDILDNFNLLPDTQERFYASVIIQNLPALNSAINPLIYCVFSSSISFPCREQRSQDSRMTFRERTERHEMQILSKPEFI
IMPase Li inh = IMPase inhibition in cells with lithium potentiation. CHO-M1 cells, IP1 TR-FRET (IP-One), carbachol + lithium. Potency, µM (top dose mostly 59.4 µM), inactives show at the top dose activity, negative = IMPase inhibition, most hits filed as inhibitors. actives 0.35% (n = 210,000);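 also: IP1 builds up when IMPase is blocked and the TR-FRET signal falls; potency is read from the fitted curve at half-maximal effect; plate controls were basal vehicle for no effect and high inhibitor control for full effect; nearly all actives have a fitted effect of over 50% in size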
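Lithium-sensitised IP1 accumulation assay; M1-expressing CHO cells treated 30 min at 37C with compound. Competitive antibody detection by time-resolved FRET followed a 10 min room-temperature lysis step.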
Luc counter = Kinase-Glo luciferase inhibition (counter-screen) | Kinase-Glo luciferase, ATP luminescence, 8 min | actives 0.28% (n = 200,000) | Potency, µM (series often up to 38.3 µM), inactives show top-dose activity change, negative = inhibition, most hits filed as inhibitors; also: potency is read from the fitted curve at half-maximal effect; % is scaled to controls: 0 for no effect and ±100 for the full control effect; nearly all actives have a fitted effect of over 60% in size
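Light output from Kinase-Glo luciferase with luciferin and 10 uM ATP in 50 mM imidazole pH 7.2, KCl, MgCl2, Tween 20, BSA; compound pin-delivered, 8-min ambient incubation, then luminescence read.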
CBFb RUNX1 block = blocks binding between human CBF-beta and RUNX1 | Q01196+Q13951 | AlphaScreen CBFb-His/RUNX1-biotin binding, biochemical | Potency, µM (titrated, usually from 59.8 µM), for the others: at the highest dose activity, negative = inhibition, most hits filed as inhibitors | 230,000 tested, under 10 active | AID 1477; also: % of control where 0% means no effect
Target sequence (Q01196 whole entry, looked up): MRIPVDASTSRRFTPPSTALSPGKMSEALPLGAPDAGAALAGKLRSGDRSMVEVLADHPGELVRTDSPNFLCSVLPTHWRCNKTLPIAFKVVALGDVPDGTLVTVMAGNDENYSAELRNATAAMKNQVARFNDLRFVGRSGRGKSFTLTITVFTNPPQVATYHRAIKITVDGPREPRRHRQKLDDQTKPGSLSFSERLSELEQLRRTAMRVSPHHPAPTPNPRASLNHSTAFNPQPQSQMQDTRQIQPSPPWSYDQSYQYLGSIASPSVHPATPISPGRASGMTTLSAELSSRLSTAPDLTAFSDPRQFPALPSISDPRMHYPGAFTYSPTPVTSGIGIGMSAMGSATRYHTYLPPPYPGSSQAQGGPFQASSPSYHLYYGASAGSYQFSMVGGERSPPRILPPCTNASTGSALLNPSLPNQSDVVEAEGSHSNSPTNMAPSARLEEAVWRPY
Target sequence (Q13951 whole entry, looked up): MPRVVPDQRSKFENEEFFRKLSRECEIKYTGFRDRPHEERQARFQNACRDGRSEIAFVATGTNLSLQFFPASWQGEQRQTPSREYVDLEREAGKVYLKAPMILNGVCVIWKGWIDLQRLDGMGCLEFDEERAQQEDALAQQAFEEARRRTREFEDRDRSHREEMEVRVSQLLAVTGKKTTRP
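Read-out: AlphaScreen. Format: His-CBF-beta with biotinylated RUNX1 (30 nM each) preincubated 20 min, compound 15 min, Ni-chelate plus streptavidin beads 90 min; room temperature throughout.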
Epigenetic reg = epigenetic control regulation, reporter derepression; murine LDR cells, GFP reporter derepression, 30 h; Potency, µM (titrated, usually from 53.9 µM), for the others: at the top dose GFP activation, usual class: activators; actives 0.2% (n = 280,000); also: potency is read from the fitted curve at half-maximal effect; % of control where 0% means no effect; nearly all actives have a fitted effect of over 60% in size
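Derepression of a silenced CMV-GFP reporter in murine LDR cells is scored by enumerating GFP-positive cells with a laser-scanning microplate cytometer after 30 hours of treatment at 37 C.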
Numbers without * were called inactive; ? = inconclusive; . = not tested or not shown; [ ] = dose if it differs, or a comment. Unless noted, calls follow the shape of the dose curve; as a rule, active = well fitted curve in the direction sought with a large enough effect; inconclusive = small, poorly fitted or top-dose-only effect, or another doubt; inactive = no such curve, though single readings can be large; an effect the other way counts as inactive or inconclusive. Not all compounds are listed. The share of hits here may be higher or lower than overall.

Every second line gives: LMNA splice mod, GLA spleen mod, NPSR antagonist, IMPase Li inh, Luc counter, CBFb RUNX1 block, Epigenetic reg
- COCc1nnc(NC(=O)c2ccc(S(=O)(=O)N3CCCCCC3)cc2)o1
→ 1%, 8%, -9%[46.1 µM], -13%[38.3 µM], 0%, -24%, 0.9%
- O=C(Nc1ccc2c(c1)OCO2)c1cc2n(n1)C(C(F)(F)F)CC(c1ccccc1)N2 (centres undefined)
→ 0%, 11%, 8%[7.67 µM], -2%[38.3 µM], -4%, -6%, 4.1%
- C/C(=N\O)c1c(C)c2ccccc2n1C
→ -10%, 6%, 20%[7.67 µM], 0%[38.3 µM], -3%, 0%, -4.0%
- O=C1CC(c2ccco2)CC(O)=C1C=NCCN1CCNCC1 (centres undefined)
→ 0%, -6%, 7%[46.1 µM], 33%[activator][38.3 µM], 0%, 12%, 0.0%
- O=C(NC(=S)NCc1ccccc1)c1ccccc1[N+](=O)[O-]
→ 22%[46 µM], -1%, -4%, 5%, 4%, -7%, 2.6%
- CC(C)n1c(Nn2cnnc2)nc2ccccc21
→ -2%, 7%, 18%[46.1 µM], 20%[38.3 µM], 1%, 7%, 2.6%
- CC(=O)c1cccc(NC(=O)c2ccc(N(Cc3ccc(C)cc3)S(C)(=O)=O)cc2)c1
→ -6%, -1%, ?, 16%[38.3 µM], -3%, -7%, 0.0%
- CCOc1ccccc1NC(=O)N1CCC(c2nc3ccc(C)cc3[nH]2)CC1
→ ?, -5%, -10%[46.1 µM], -6%[38.3 µM], 1%, 0%, 1.9%
- C1CCN(c2c3c(nc4nnnn24)CCCC3)CC1
→ 6%, 3%, -13%[46.1 µM], -12%[38.3 µM], -3%, 1%, -0.1%
- COc1cccc(Nc2nc(NCCO)c3ccccc3n2)c1
→ -9%, 10%, -5%[46.1 µM], 49%[activator][38.3 µM], -4%, -5%, 2.8%
- O=C(O)CCCn1c(O)c(C=C2N=c3ccccc3=N2)sc1=S
→ ., -5%, -34%, ., ., 8%, 0.0%
- O=C(NNS(=O)(=O)c1ccccc1)C1CC(c2cccnc2)=NO1 (centres undefined)
→ ., 1%, 0%, -4%, 1%, 9%, 1.1%
- COC(=O)c1ccc(NC(=O)C2CCCN2S(=O)(=O)c2ccc(F)cc2)cc1 (centres undefined)
→ -1%, 2%, -13%[46.1 µM], 6%, -2%, 10%, 0.0%
- COc1cc(/C=C2\N=C3CCCCCN3C2=O)ccc1O
→ 0%, -2%, -26%[46.1 µM], 50%[activator][38.3 µM], -8%, -2%, -2.0%
- COc1ccc(N2CCN(c3cnc4ccccc4n3)CC2)cc1
→ -5%[46 µM], 4%, -5%, 8%, 2%, -3%, -1.9%[10.1 µM]
- CCCCn1ccnc1C
→ ., -9%, 2%, ., ., 6%, -1.3%
- C=CCNC(=S)Nc1ccc(Cl)cc1
→ ., -4%, 16%, 7%, -2%, 23%, -6.9%
- CSc1nc(-c2ccco2)nn1C(=O)c1ccco1
→ -8%, 1%, 4%, -2%, 2%, 8%, -1.0%
- Cc1ccc(Nc2nc(N)nc(CSc3nnc(-c4ccncc4)o3)n2)cc1
→ 13%, 2%, 6%[46.1 µM], 18%[38.3 µM], -1%, 10%, 1.1%
- S=C(Nc1ccc2cn[nH]c2c1)Nc1ccccc1Cl
→ ?, 7%, 7%, -7%, 4%, -5%, 0.0%
- O=C(NC1CCCCC1)c1sc(=S)n2c1[nH]c(=O)c1ccccc12
→ 6%, 6%, -13%[46.1 µM], 14%[38.3 µM], -1%, -4%, -0.9%
- CC(=O)Nc1ccc(S(=O)(=O)N2CCc3c(Cl)cccc3C2)cc1
→ ?, -2%, -13%[46.1 µM], -21%[38.3 µM], 1%, 0%, -5.5%
- COc1ccc(COCC(O)CN2CCC(C(N)=O)CC2)cc1OC (centres undefined)
→ ., 1%, 7%, -1%, 6%, -16%, -1.1%
- Cc1ccc(Cn2c(=O)c3ccccc3n3nc(C)cc23)cc1
→ ., -1%, 42%, 11%, 2%, 12%, 2.6%
- CCOC(=O)c1nn(-c2ccccc2)c2nc(Nc3ccccc3)cc(=O)n12
→ 7%, 7%, -6%[46.1 µM], 49%[activator][38.3 µM], -1%, -6%, -0.1%
- Brc1cc(Cc2nnc(-c3ccccc3)o2)c(Br)s1
→ ., -11%, 41%, ., ., ?, 2.3%
- COCCn1cnc2c(c1=O)c1nc3ccccc3nc1n2/N=C/c1ccco1
→ ., 11%, -15%, ., ., 4%, 3.0%
- CSCCC1NC(=O)N(C(C)C(=O)Nc2cc(Cl)cc(Cl)c2)C1=O (centres undefined)
→ ., -1%, -11%, 2%, 0%, 4%, -1.2%
- COC(=O)C1=C(C)NC(C)=C(C(=O)OC)C1c1cc2cc(C)ccc2[nH]c1=O
→ -6%, 12%, -14%[46.1 µM], 20%[38.3 µM], 3%, -1%, -13%
- NC(=S)NNC(=O)[C@@H]1CCCC[C@@H]1C(=O)O
→ ?, 9%, -1%, -4%, -5%, 8%, 2.6%

Other results:
Short keys – A = LMNA splice mod; B = GLA spleen mod; C = NPSR antagonist; D = IMPase Li inh; E = Luc counter; F = CBFb RUNX1 block; G = Epigenetic reg
> CN(/C=C/C(=O)C(F)(F)F)Cc1ccccc1
  A: 7%; B: 6%; C: -6%[46.1 µM]; D: -3%[38.3 µM]; E: -1%; F: -3%; G: -1.1%
> Cc1cccc(CSc2nc3c(cc2C#N)CCC3)c1
  A: 6%; B: -2%; C: ?; D: ?; E: 4%; F: 4%; G: -1.0%
> COc1ccc2c(c1)C(=NNC(=O)c1ccccn1)c1cc(OC)ccc1-2
  A: -13%; B: 0%; C: 5%; D: 12%; E: -2%; F: 1%; G: -1.0%
> CC(C)C12CN3CC(C(C)C)(CN(C1)C3c1ccccc1O)C2=O (centres undefined)
  A: -10%; B: -7%; C: -21%[46.1 µM]; D: .; E: .; F: -2%; G: -5.2%
> CCCOC(=O)Nc1cc(OC)ccc1[N+](=O)[O-]
  A: 21%[46 µM]; B: -4%; C: 0%; D: -5%; E: 2%; F: -10%; G: 0.0%
> O=C(c1ccc(N2CCCCC2)c([N+](=O)[O-])c1)N(c1ccccn1)c1ccccn1
  A: 8%[46 µM]; B: 4%; C: -11%; D: -3%; E: -3%; F: -5%; G: 2.6%
> CCOC(=O)CSc1nc2c(sc(=S)n2-c2ccc(OCC)cc2)c(=O)[nH]1
  A: .; B: -1%; C: -36%; D: 6%; E: 0%; F: -5%; G: 1.3%
> COCCNc1ccnc(-c2ccccc2CN(C)C)n1
  A: -1%; B: 5%; C: .; D: 6%; E: -4%; F: .; G: -1.8%
> O=c1c2ccccc2nc(SCc2nc(-c3ccccc3)no2)n1-c1ccc(F)cc1
  A: ?; B: 4%; C: -3%[46.1 µM]; D: 37%[activator][38.3 µM]; E: 2%; F: 14%; G: -0.8%
> CCOC(=O)c1ccc(N2C(=O)c3n[nH]c(C)c3C2c2cccnc2)cc1 (centres undefined)
  A: -7%; B: 7%; C: -11%[46.1 µM]; D: .; E: .; F: 4%; G: -5.7%

Seven entries picked at random from those above:
Short keys – A = LMNA splice mod; B = GLA spleen mod; C = NPSR antagonist; D = IMPase Li inh; E = Luc counter; F = CBFb RUNX1 block; G = Epigenetic reg
> Cc1cccc(CSc2nc3c(cc2C#N)CCC3)c1
  A: 6%; B: -2%; C: ?; D: ?; E: 4%; F: 4%; G: -1.0%
> S=C(Nc1ccc2cn[nH]c2c1)Nc1ccccc1Cl
  A: ?; B: 7%; C: 7%; D: -7%; E: 4%; F: -5%; G: 0.0%
> Cc1ccc(Nc2nc(N)nc(CSc3nnc(-c4ccncc4)o3)n2)cc1
  A: 13%; B: 2%; C: 6%[46.1 µM]; D: 18%[38.3 µM]; E: -1%; F: 10%; G: 1.1%
> O=C(NC1CCCCC1)c1sc(=S)n2c1[nH]c(=O)c1ccccc12
  A: 6%; B: 6%; C: -13%[46.1 µM]; D: 14%[38.3 µM]; E: -1%; F: -4%; G: -0.9%
> C/C(=N\O)c1c(C)c2ccccc2n1C
  A: -10%; B: 6%; C: 20%[7.67 µM]; D: 0%[38.3 µM]; E: -3%; F: 0%; G: -4.0%
> COc1cc(/C=C2\N=C3CCCCCN3C2=O)ccc1O
  A: 0%; B: -2%; C: -26%[46.1 µM]; D: 50%[activator][38.3 µM]; E: -8%; F: -2%; G: -2.0%
> CCCCn1ccnc1C
  A: .; B: -9%; C: 2%; D: .; E: .; F: 6%; G: -1.3%

(list continues)
Short keys – A = LMNA splice mod; B = GLA spleen mod; C = NPSR antagonist; D = IMPase Li inh; E = Luc counter; F = CBFb RUNX1 block; G = Epigenetic reg
> CCC(=O)c1cc(F)c(N2CCN(C(=O)Cc3ccccc3)CC2)cc1C
  A: ?; B: -1%; C: -25%[46.1 µM]; D: 9%; E: 10%; F: 13%; G: -1.9%
> CCc1cccc(Nc2cc(C)nc3ncnn23)c1
  A: 0%; B: 2%; C: 9%; D: 5%; E: -1%; F: 1%[2.36 µM]; G: 0.3%
> CCC(CC)c1ncc[nH]1
  A: .; B: 4%; C: 21%; D: .; E: .; F: 9%; G: 0.0%
> S=c1[nH]nc(COc2ccccc2)n1/N=C/c1cccnc1
  A: -4%; B: -2%; C: -13%; D: 1%; E: -1%; F: 1%; G: -0.9%
> COc1nc(C)nc(C)c1Oc1ccc(Cl)cc1Cl
  A: .; B: -7%; C: -7%; D: .; E: .; F: 4%; G: -1.1%
> Cn1c2ccccc2c2cc(C(=O)N3CCN(CCO)CC3)sc21
  A: -2%; B: -3%; C: -1%[46.1 µM]; D: -7%; E: 3%; F: 7%; G: -0.9%
> Cc1ccc(S(=O)(=O)Oc2ccc(/C=C(/NC(=O)c3ccccc3)C(=O)O)cc2)cc1
  A: ?; B: -16%; C: 14%; D: -6%; E: -1%; F: 0%; G: -0.1%
> CC(C)OCCCNC(=O)c1ccc2c(=O)n(Cc3ccc4c(c3)OCO4)c(=S)[nH]c2c1
  A: .; B: -4%; C: 12%; D: -25%; E: -5%; F: ?; G: 13%
> CSc1nnc(-c2ccc(Br)s2)n1C
  A: .; B: -4%; C: -15%[7.67 µM]; D: .; E: .; F: 0%; G: -0.3%
> Cc1ccccc1Nc1nc(N)nc(CSCc2c(C)noc2C)n1
  A: -16%; B: -26%; C: 0%[46.1 µM]; D: 39%[activator][38.3 µM]; E: 0%; F: -10%; G: -14%
> CCC(=O)OCCNc1cc(Sc2nccn2C)c2nonc2c1[N+](=O)[O-]
  A: ?; B: -5%; C: ?; D: 19%; E: 4%; F: -6%; G: 1.0%
